# Compound activity deposited in PubChem by National Center for Advancing Translational Sciences (NCATS).
# GLP1R ag: agonists of human GLP-1 receptor. HEK293 GLP-1R CRE-luciferase, luminescence, 4-6 h; cells express a hypersensitive GLP-1R form. hit rate 0.007% among 380,000. P43220. Potency, µM (doses to about 45.6 µM), for inactives: top-dose activation, actives largely listed as activators; also: potency is read from the fitted curve at half-maximal effect; % of control where 0% means no effect
# GLP1R inv ag: GLP-1 receptor (human) inverse agonism; P43220; HEK293 GLP-1R CRE-luciferase, luminescence, 24 h; GLP-1R form is constitutively active; Potency, µM (highest dose often 38.3 µM), inactives show at the highest dose activity change, negative = inhibition, most hits filed as inhibitors; hit rate 1.6% among 410,000; AID 624417; also: potency is read from the fitted curve at half-maximal effect; % is scaled to controls: 0 for no effect and ±100 for the full control effect; nearly all actives have a fitted effect of over 55% in size
#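 Assay principle: reduced luminescence from a cAMP-responsive reporter in HEK293 cells co-expressing a constitutively active GLP-1R. Conditions: 24 hr compound incubation, 37 deg C, 5% CO2.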
# FUS yeast rescue: rescues growth of FUS-expressing yeast; S. cerevisiae FUS-expressing, growth rescue, OD600, 24 h; Potency, µM (top dose mostly 76.6 µM), for inactives: at the top dose growth rescue (activation), usual class: activators; hit rate 0.24% among 390,000;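 also: potency is read from the fitted curve at half-maximal effect; plate controls were DMSO vehicle for no effect and reference control for full effect; nearly all actives have a fitted effect of over 55% in size; some results filed as inactive show a strong effect at the top dose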
#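 Yeast expressing FUS under galactose induction, OD 0.005 in 2% galactose medium; compounds in a dilution series, 24 h at 30C. Growth rescue by absorbance at 600 nm; CP55940 positive control, DMSO negative.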
# D3 antag: D3 dopamine receptor (human) antagonism | P35462 | D3R cells, DiscoveRx beta-arrestin luminescence, antagonist mode; hits give low values | max response, negative = inhibition, % | hit rate 2.5% among 360,000 | AID 652054; in the data active = max response below about -50%; inconclusive = no clear call, values can overlap the other calls; also: % is scaled to controls: 0 for no effect and ±100 for the full control effect; mostly tested at two doses, the higher about 12 µM
# Target sequence (P35462 whole entry, looked up): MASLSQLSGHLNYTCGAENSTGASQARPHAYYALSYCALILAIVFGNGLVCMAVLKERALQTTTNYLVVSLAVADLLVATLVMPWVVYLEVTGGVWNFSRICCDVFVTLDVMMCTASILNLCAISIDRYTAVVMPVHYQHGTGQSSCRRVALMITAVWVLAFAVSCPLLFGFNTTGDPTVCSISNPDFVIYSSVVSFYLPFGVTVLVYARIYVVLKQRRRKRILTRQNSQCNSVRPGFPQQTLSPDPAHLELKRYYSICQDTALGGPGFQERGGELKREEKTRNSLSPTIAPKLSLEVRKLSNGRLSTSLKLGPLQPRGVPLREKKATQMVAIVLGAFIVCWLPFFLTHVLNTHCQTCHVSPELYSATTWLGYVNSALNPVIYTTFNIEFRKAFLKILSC
#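 Cells plated overnight at 1500 cells/well, then exposed to library compounds with dopamine controls for 90 minutes at 37 degrees C. DiscoveRx reagent added for 30–60 minutes at room temperature; luminescence read, quantitative HTS format.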
# Abeta yeast res: restores growth of yeast expressing A-beta42 peptide; yeast expressing A-beta42, growth rescue, OD600, 48 h; response scale: 0% DMSO, 100% iron-clioquinol control; Potency, µM (top dose mostly 46.1 µM), for inactives: at the highest dose growth rescue, actives largely listed as activators; hit rate 0.063% among 410,000; also: potency is read from the fitted curve at half-maximal effect; nearly all actives have a fitted effect of over 55% in size
#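 Growth rescue measured by 600 nm absorbance after 48 h yeast culture at 30 C with compound. Values normalized between DMSO and an equimolar ferric chloride plus clioquinol control.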
# aSyn yeast inh: inhibitors of alpha-synuclein toxicity in yeast. Potency, µM (series often up to 46.1 µM), for inactives: top-dose growth rescue (activation), actives largely listed as activators. hit rate 0.14% among 370,000. Yeast expressing alpha-synuclein, growth rescue, BacTiter-Glo, 24 h; also: potency is read from the fitted curve at half-maximal effect; % of control where 0% means no effect; nearly all actives have a fitted effect of over 65% in size
#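 Readout is rescue of growth in alpha-synuclein-expressing yeast, so inhibitors of toxicity appear as activators. Growth after 24 hr at 30 deg C in galactose medium is quantified by luminescence.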
# PTHR1 ag: agonists of human PTHR1 parathyroid hormone receptor; Potency, µM (doses to about 115 µM), without a hit: top-dose activation, hits mostly activators; hit rate 0.075% among 410,000; AID 743266; HEK293 GP2 PTHR1 cells, GloSensor cAMP luminescence, 1 h; also: potency is read from the fitted curve at half-maximal effect; nearly all actives have a fitted effect of over 55% in size; some results filed as inactive show a strong effect at the top dose; inactives centre near -15; many of its hits are not listed in these tables
# Target sequence (Q03431 whole entry, looked up): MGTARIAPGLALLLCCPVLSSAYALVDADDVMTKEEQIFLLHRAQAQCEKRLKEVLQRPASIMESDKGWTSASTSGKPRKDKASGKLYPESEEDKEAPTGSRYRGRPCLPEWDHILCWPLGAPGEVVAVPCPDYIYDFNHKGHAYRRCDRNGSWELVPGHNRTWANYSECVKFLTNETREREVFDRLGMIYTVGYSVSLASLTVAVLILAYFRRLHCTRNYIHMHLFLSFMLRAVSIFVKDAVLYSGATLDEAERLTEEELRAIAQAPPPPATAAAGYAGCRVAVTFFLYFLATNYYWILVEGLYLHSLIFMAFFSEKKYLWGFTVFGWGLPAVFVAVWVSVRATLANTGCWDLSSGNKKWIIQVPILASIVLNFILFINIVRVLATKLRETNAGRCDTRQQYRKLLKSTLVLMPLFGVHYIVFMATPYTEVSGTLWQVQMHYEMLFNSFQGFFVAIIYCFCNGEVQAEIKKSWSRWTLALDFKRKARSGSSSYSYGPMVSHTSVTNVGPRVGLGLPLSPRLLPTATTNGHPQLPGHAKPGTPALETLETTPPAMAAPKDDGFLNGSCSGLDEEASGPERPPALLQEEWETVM
#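 HEK-293-derived GP2 cells expressing PTHR1 and a GloSensor cAMP reporter, 3,000/well, plated overnight, given luciferin plus IBMX (each 0.5 mM as added) for 1 h at 37 °C, then compound for 1 h at 37 °C. Luminescence was read after 15 min at room temperature.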
# pAkt inh: Akt phosphorylation inhibition. Neuro2A IGF-stimulated pAkt S473 HTRF, 20 min; hits give low values. activity change, % for hits at 50 µM. hit rate 0.32% among 360,000. AID 651550; in the data active = activity change below about -80%; inconclusive = mostly about -51% to -80%; also: % is scaled to controls: 0 for no effect and ±100 for the full control effect
#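 Neuro2A cells in DMEM with 0.5% FBS, overnight at 37 deg C, given compound at single 50 µM final, then IGF (6 nM final) for 20 min at 37 deg C. Lysed; phospho-Akt Ser473 by HTRF after 24 h, 665/615 ratio.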
# TDP-43 yeast inh: inhibitors of TDP-43 toxicity in yeast. TDP-43 expressing yeast growth rescue, BacTiter-Glo, 24 h. Potency, µM (titrated, usually from 46.1 µM), for the others: top-dose growth rescue (activation), most hits filed as activators. hit rate 1.8% among 410,000. AID 652104; also: potency is read from the fitted curve at half-maximal effect; % of control where 0% means no effect; nearly all actives have a fitted effect of over 50% in size
#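 Galactose-induced TDP-43 yeast, OD600=0.02, compound pinned; 24 hr, 30 deg C; BacTiter-Glo luminescence for growth. Inhibitors of TDP-43 toxicity read as activators.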
# * marks the source's active call; other numbers are inactive results; i = inactive; ? = inconclusive; . = no result given; & = joins results of further samples; [ ] = another dose, or the depositor's remark. Unless noted, calls follow the shape of the dose curve; as a rule, active = well fitted curve in the direction sought with a large enough effect; inconclusive = small, poorly fitted or top-dose-only effect, or another doubt; inactive = no such curve, though single readings can be large; an effect the other way counts as inactive or inconclusive. An excerpt; rates above refer to the full screens.
# The first 2 entries (preview)
Molecule	pAkt inh	aSyn yeast inh	Abeta yeast res	PTHR1 ag	TDP-43 yeast inh	GLP1R ag	D3 antag	GLP1R inv ag	FUS yeast rescue
CCC(=O)Nc1ccc(C(=O)CN2C(=O)NC3(CCCCCC3)C2=O)cc1	i	2%	-16%	i	17%	-7%	0	-14%	6%
COc1cccc(N2CCN(C(=O)CCCn3c(=O)[nH]c4ccc(Br)cc4c3=O)CC2)c1	.	.	1%	-33%[inhibitor]	17%	-3%	.	?	?

# The whole of this part, from the first entry:
Molecule	pAkt inh	aSyn yeast inh	Abeta yeast res	PTHR1 ag	TDP-43 yeast inh	GLP1R ag	D3 antag	GLP1R inv ag	FUS yeast rescue
CCC(=O)Nc1ccc(C(=O)CN2C(=O)NC3(CCCCCC3)C2=O)cc1	i	2%	-16%	i	17%	-7%	0	-14%	6%
COc1cccc(N2CCN(C(=O)CCCn3c(=O)[nH]c4ccc(Br)cc4c3=O)CC2)c1	.	.	1%	-33%[inhibitor]	17%	-3%	.	?	?
COc1cccc(CC2(CO)CCCN(Cc3ccccc3Cl)C2)c1 (stereo unspecified)	i	-1%	-1%	-15%	14%	14%	-22	?	-7%
Cc1nc2nc(C)c(CCC(=O)NCc3cccc(Cl)c3)c(C)n2n1	.	.	-1%	-74%	-4%	0%	.	-13%	-7%
COc1cc(C)cc2oc(=O)c(CC(=O)N3CCN(C(=O)C4COc5ccccc5O4)CC3)c(C)c12 (stereo unspecified)	i	1%	5%	-16%	-2%	-6%	37	10µM*	58%
CC(C)COC(=O)CCn1[nH]c(=O)c2ccccc2c1=O	i	5%	13%	i	12%	-8%	20	-8%	-3%
COc1ccc2nc(-c3ccccc3)cc(C(=O)OCC(=O)N3CCCCC3)c2c1	i	17%	-7%	-34%	?	3%	49	?	?
O=C(O)c1ccc(N/N=C/c2ccc(-c3ccccc3Cl)o2)cc1	i	8%	-6%	-17%	-12%	?	-6	-23%	1%
O=C(NCC(c1cccs1)N1CCOCC1)c1ccc(Cl)cc1 (stereo unspecified)	i	3%	6%	i	3%	-13%	?	?	17%
N#C/C(=C\c1ccc(N2CCOCC2)c([N+](=O)[O-])c1)c1nc2ccccc2[nH]1	i	-2%	-4%	-41%[inhibitor]	4%	?	-17	11%	.
Cc1ccc(Nc2ncnc3c2nc2n3CCCC2)c(Br)c1	.	.	-36%	-90%[inhibitor]	18µM*	.	.	-6%	16%
CCN(CC)CCCC(C)n1c2nc(=O)[nH]c(=O)c-2nc2cc(Cl)ccc21 (stereo unspecified)	i	5%	7%	-11%	12%	-5%	16	?	.
O=C(NCCOC(=O)c1ccncc1)c1ccccc1	.	4%	12%	i	-9%	3%	-29	20%	6%
O=C(N1CCCCC1)C12CC3CC(CC(C3)C1)C2	i	1%	-17%	-8%[57.5 µM]	-19%	8%	7	?	-5%
O=C(Nc1cccc(-c2ccc(N3CCOCC3)nn2)c1)c1ccccc1	i	-6%	-7%	-2%	-12%	24%	12	7%	-6%
O=C(c1cccc2ccccc12)C1CCCN(C(=O)CCCn2cncn2)C1 (stereo unspecified)	i	-3%	1%	i	.	2%	-21	-21%	14%
Cc1ccc(CCNC(=O)C2CCCN(S(C)(=O)=O)C2)cc1 (stereo unspecified)	i	0%	-4%	i	8%	0%	2	7%	2%
N#CC(c1ccccc1)c1ccc2c(C(F)(F)F)cc(C(F)(F)F)nc2n1 (stereo unspecified)	i	-34%[inhibitor]	-19%	-19%[57.5 µM]	3%	3%	-80*	-40%	-7%
CN(CC(=O)Nc1ccccc1C(F)(F)F)C(=O)c1cccc(-n2cccc2)c1	i	-4%	7%	-49%[inhibitor]	-4%	-3%	0	-23%	30%
COc1ccccc1-c1nn(CCC(=O)Nc2ccccc2)c2nc(C)cc(C)c12	.	27%	-8%	i	7%	-1%	.	-23%	35%
O=C(NC1=C(Nc2ccc(F)cc2)C(=O)c2ccccc2C1=O)c1ccc(Cl)cc1	i	-11%	-14%	-8%	-3%	-4%	-4	?	-12%
COc1cc(C)c(CNC2CCCCC2)cc1C	i	0%	-9%	?	-12%	2%	?	0%	-7%
OCCC1CN(Cc2cc3c(cc2Cl)OCO3)CCN1C1CCCCC1 (stereo unspecified)	i	-2%	0%	i	-4%	3%	-12	?	9%
COc1cc(OC)cc(C(=O)OCC(=O)Nc2ccc(F)cc2F)c1	i	-1%	-19%	i	4%	8%	6	-3%	26%
O=c1c2ccccc2nc(CSc2nnnn2-c2ccccc2)n1-c1ccccc1Cl	i	8%	-10%	i	16%	0%	4	1%	-7%
CC(=O)N1CCc2cc(CNS(=O)(=O)c3ccc(C(C)(C)C)cc3)ccc21	.	.	-11%	-22%	29%	.	.	-16%	?
COc1cc(C(=O)NNC(=O)c2cc(=O)[nH]c3ccccc23)cc(OC)c1OC	i	-4%	-6%	-20%	-19%	-4%	20	11%	-5%
Nc1ccc(N2CCN(c3ccccc3)CC2)c(F)c1	i	1%	-31%	-4%	22µM*	1%	-2	?	6%
COC(=O)c1sccc1NC(=O)Nc1cccc(F)c1	i	-28%	-7%	-35%[inhibitor]	?	7%	-1	-6%	10%
COc1ccc(-c2csc(COC(=O)C(C)(C)C)n2)cc1	i	-7%	0%	-37%[inhibitor]	?	8%	-8	5%	4%
CN(C(=O)CSc1nc2c(c(=O)[nH]1)CCCC2)c1ccccc1	.	.	5%	i	16%	.	.	6%	-11%
CCCCn1cc(S(=O)(=O)c2ccc(OC)cc2)c(=O)c2cc(F)c(N3CCCC3)cc21	.	.	1%	-1%	6%	.	.	6%	-14%
FC(F)(F)c1ccc(Oc2ccc(Cl)cc2Br)nc1	i	-1%	-2%	i	-13%	2%	3	-16%	-13%
CN(CC(=O)Nc1ccc(F)cc1)C(=O)COC(=O)c1cc([N+](=O)[O-])ccc1N1CCOCC1	i	1%	5%	i	-21%	15%	-1	29%	10%
COc1ccc(S(N)(=O)=O)cc1-c1nnc2c3ccccc3c(C)nn12	i	-4%	-1%	i	-13%	8%	-5	4%	-18%
COc1ccc(OCC(=O)N/N=c2\oc3c(OC)cccc3cc2C(N)=O)cc1	i	-3%	-8%	-12%	-17%	4%	-22	15%	-8%
Cc1ccc(NC(=O)CCCSc2ccccc2)cc1S(=O)(=O)N1CCOCC1	i	4%	19%	-32%[inhibitor]	-8%	-1%	7	0%[0.307 µM]	20%
CC[C@]12c3[nH]c4cc(-c5ccco5)ccc4c3CCN1C(=O)[C@@H](CC(=O)NCc1cccc(C(F)(F)F)c1)C[C@@H]2C(=O)N1CCN(C(=O)c2ccco2)CC1	i	0%	-9%	i	15%	-2%	26	?	?
CCOC(=O)/C(C#N)=C/c1cn(CCC(=O)O)nc1-c1cccc(Cl)c1	i	5%	-8%	-16%	-2%	-1%	-1	18%	21%
COc1ccc(C(=O)N2CC(c3ccccc3)CC2=O)cc1 (stereo unspecified)	i	3%	17%	i	?	9%	18	10%	-4%
CCOCCCn1c(=N)c(S(=O)(=O)c2ccc(C)cc2)cc2c(=O)n3cc(C)ccc3nc21	i	-3%	4%	-3%	-25%	12%	2	23%	18%
CCCCNc1nc2sc3c(c2c(=O)n1-c1cccc(Cl)c1)CCN(C)C3	i	-3%	-3%	12%	-6%	14%	-9	?	17%
CCN1C(=O)[C@H]2[C@@H](c3ccc(Cl)cc3)N3C(=O)CN(Cc4ccccc4)C(=O)[C@@]3(C)[C@H]2C1=O	i	1%	4%	-24%	25%	10%	-20	6%	19%
COc1ccc(NC(=O)C23CC4CC(C2)CC(c2ccc(C)cc2)(C4)C3)cc1	i	3%	?	i	-12%	0%	8	-3%	18%
COc1cccc(CN(C)C(=O)c2ccccc2Sc2ccccc2C#N)c1OC	i	4%	-16%	-13%	?	12%	1	8.9µM*	14%
COc1ccc([N+](=O)[O-])cc1NC(=S)NC(C)=O	i	2%	-5%	i	4%	-5%	0	0%	0%
C[C@@H]1NC(=O)[C@H](CCC(=O)O)NC(=O)c2cc([N+](=O)[O-])cc(F)c2NCCC[C@@H](C(N)=O)NC1=O	i	-1%	4%	-24%	8%	10%	-6	9%	-6%
N#Cc1ccc(N2CCCC2C(=O)O)c([N+](=O)[O-])c1 (stereo unspecified)	-118%*	2%	1%	-2%	3%	-1%	?	0%	-3%
Cc1c(NC(=O)c2cc(-c3ccc(Cl)cc3)on2)c(=O)n(-c2ccccc2)n1C	i	-8%	-25%&-31%	10%	-4%&8%	7%	-11	-15%&-12%	11%&21%
Nc1ccc(C(=O)Nc2cccc3ncccc23)cc1	i	-5%	2%	-9%	16%	-1%	-15	17%	-7%
Cc1nn(Cc2noc(C(=O)NCc3ccccn3)n2)c(C)c1Br	i	-7%	17%	i	-9%	-2%	1	5%	-13%
Cc1c(C(=O)OC/C(O)=C(\C#N)c2nc3ccccc3[nH]2)oc2ccc(Br)cc12	i	0%	1%	i	-5%	-1%	?	-20%	?
CC(C)c1ccc(NC(=S)Nc2ccc3[nH]c(=O)[nH]c3c2)cc1	i	1%	?	i	15%	16%	3	19%	-21%
Cc1cc(=O)[nH]c(SCC(=O)c2ccc(F)c(C)c2)n1	i	14%	2%	-21%	14%	-4%	4	10%	7%
COc1ccc(-n2ccnc2SCC(=O)Nc2ccc(OC)cc2OC)cc1	i	-12%	19%	i	28%	10%	26	0%	-8%
